KOR beta-arrestin-1 = KOR agonists, beta-arrestin recruitment, primary screen, cell-based, luminescence, uHTS (AID 1777) | KOR beta-arrestin recruitment, luminescence; higher % means a stronger effect | one-dose activation, % at 10 µM; EC50 in µM for titrated hits | Kappa-type opioid receptor (Homo sapiens) | 280,000 compounds, 0.02% hits; in the data active = activation above about 50%, passing the limit was not always enough; also: a part of the inactive calls stands beside numbers as strong as those of hits
NOD1 inhibition = NOD1 signaling inhibitors, primary screen, cell-based, luminescence, uHTS (AID 1578); NOD1-driven NF-kB luciferase reporter cells, luminescence; higher % means a stronger effect; one-dose inhibition, % at 4 µM; EC50 in µM for titrated hits; 290,000 compounds, 1% hits; in the data active = inhibition mostly above about 36%, no sharp cut-off; inactive = mostly below about 34%;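 also: HEK-293T reporter cells stimulated with the NOD1 agonist gamma-tri-DAP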
SV40 large T antigen = SV40 large T antigen inhibitors, biochemical (AID 1903); SV40 large T antigen ATPase/helicase inhibition assay; higher % means a stronger effect; 310,000 compounds, 0.39% hits; inhibition, % at 20 µM; hits with a dose series show IC50 in µM; in the data active = a potency from the dose series; inconclusive = inhibition mostly from about 32% at the one dose, without a potency; inactive = the rest, 99 in 100 with inhibition below about 32%; also: strong numbers were not always called active
GPR55 beta-arrestin = GPR55 agonists via beta-arrestin recruitment, primary screen, imaging, U2OS cells, beta-arrestin-GFP redistribution (AID 1961). one-dose activation, % at 10 µM; EC50 in µM for titrated hits. U2OS GPR55 beta-arrestin-GFP redistribution imaging; higher % means a stronger effect. 290,000 compounds, 0.048% hits;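 active = activation above 40% with more than 50 cells counted in the well; inconclusive = wells holding fewer than 50 cells, flagged as toxic or sparse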;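 also: U2OS osteosarcoma cells stably expressing GPR55 and beta-arrestin-GFP; plate controls were DMSO negative control for no effect and LPI positive control for full effect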
HEK293 NOD2/NF-kB = NOD2 signaling inhibitors, cell-based, luminescence, uHTS, HEK293 (AID 1566); HEK293 NOD2/NF-kB luciferase reporter, luminescence; higher % means a stronger effect; inhibition, % at 4 µM; hits with a dose series show EC50 in µM; 290,000 compounds, 0.63% hits; also: many of its hits are not listed in these tables
HIV fusion peptide = inhibitors of HIV fusion peptide binding, primary screen, biochemical, uHTS, fluorescence dequenching (AID 1986); 290,000 compounds, 0.3% hits; inhibition, % at 20 µM, or IC50 in µM where a hit was titrated; cell-free peptide binding, fluorescence dequenching, 30 min; higher % means a stronger effect; in the data active = inhibition mostly above about 52%, no sharp cut-off; inactive = mostly below about 76%; also: some results filed as inactive read as strong as hits
KOR beta-arrestin-2 = KOR antagonists, beta-arrestin recruitment, cell-based, luminescence, uHTS (AID 1778); Kappa-type opioid receptor (Homo sapiens); KOR beta-arrestin recruitment, luminescence, antagonist mode; higher % means a stronger effect; inhibition, % at 10 µM, or IC50 in µM where a hit was titrated; 290,000 compounds, 0.091% hits; also: strong numbers were not always called active
Rac1 GTP hydrolysis = MgcRacGAP GTPase-activating activity inhibitors, confirmation, biochemical, ADP Hunter fluorescence; MgcRacGAP-stimulated Rac1 GTP hydrolysis, ADP Hunter fluorescence; higher % means a stronger effect; GST-tagged Rac1 F28L mutant substrate; inhibition, % at 30 µM; hits with a dose series show IC50 in µM; 340,000 compounds, 0.6% hits; AID 624330, 2012;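 active = first-screen hits whose inhibition reached a set limit at any dose in the follow-up dose series; inconclusive = inhibition above the set first-screen limit but never retested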;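 also: fluorescence reports GDP produced by GAP-driven GTP hydrolysis; strong numbers were not always called active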
GPR55 LPI antagonism = GPR55 antagonists blocking LPI-driven arrestin recruitment, primary screen, imaging, U2OS, beta-arrestin-GFP, LPI agonist (AID 2013) | U2OS GPR55 beta-arrestin-GFP translocation imaging, LPI antagonism; higher % means a stronger effect | one-dose inhibition, % at 10 µM; IC50 in µM for titrated hits | 290,000 compounds, 0.13% hits;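 active = spots per cell inhibited over 60%, with over 100 cells counted and total cytoplasm intensity under 500,000; inconclusive = wells with under 100 cells, flagged as likely toxic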;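 also: U2OS cells stably carrying GPR55 and arrestin-GFP stimulated by 5 µM LPI near EC80; imaged beta-arrestin-GFP aggregate spots per cell after agonist stimulation; plate controls were LPI-stimulated DMSO wells for no effect and DMSO wells without LPI for full effect; some results filed as inactive read as strong as hits; confirmed hits need IC50 under 10 µM and bright autofluorescent wells are also inconclusive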
Active calls of the source: *; ? = inconclusive; . = no result given; [ ] = remark or other dose. Rule as the data show it, unless noted: active = inhibition above about 50%; inactive = the rest.

Fields – KOR beta-arrestin-1 | NOD1 inhibition | SV40 large T antigen | GPR55 beta-arrestin | HEK293 NOD2/NF-kB | HIV fusion peptide | KOR beta-arrestin-2 | Rac1 GTP hydrolysis | GPR55 LPI antagonism
1) O=C(CN1CCN(c2ccccc2Cl)CC1)NC1CCCc2ccccc21 (stereo not drawn)
    -2.1% | -10% | 24% | -0.3% | 6% | 0.9% | -16% | 23% | 3%
2) COc1cc(NC(=S)NCc2cccnc2)c(OC)cc1Cl
    -2.5% | -26% | 6% | 0.1% | 21% | 0.5% | 6% | 6% | 15%
3) Cc1cc(C)c2ccc(C(=O)O)nc2c1O
    5.4% | -7% | 15% | -0.1% | 13% | 1.6% | 0% | 11% | 17%
4) CCCN(CCC)C(=O)CSc1nc2n[nH]c(C)c2c(=N)n1-c1ccc(OCC)cc1
    -4.2% | 28% | 4% | 0.0% | 5% | 0.9% | 20% | 4% | 10%
5) COc1ccc(CC(=O)NC(C)c2ccc3ccccc3c2)cc1 (stereo not drawn)
    -0.3% | -29% | 6% | -0.1% | -6% | 2.1% | -23%[20 µM] | 6% | 3%
6) O=C(NCC1CCCO1)c1ccc2c(c1)N(Cc1ccccc1)C(=O)CS2 (stereo not drawn)
    0.8% | -29% | 9% | -0.1% | -6% | -0.1% | -19% | 12% | 1%
7) COc1ccccc1C(=O)O/N=C1/CCCc2c1ccc(OC)c2[N+](=O)[O-]
    5.4% | . | -2% | -0.3% | 17% | 5.1% | -38% | 4% | 8%
8) CCC(=O)Oc1ccc(C(CC)C(CC)c2ccc(OC(=O)CC)cc2)cc1 (stereo not drawn)
    -0.2% | -44% | 13% | -0.1% | 5% | 1.6% | -13% | 6% | -15%
9) C/C(=N\Nc1nncc2ccccc12)c1ccc(OCC(=O)N(C)C)cc1
    -5.9% | 10% | -1% | -0.2% | -59% | -2.6% | 9% | 5% | 5%
10) Cc1ccccc1NS(=O)(=O)CCCCC(Cl)(Cl)Cl
    -1.7% | -8% | 8% | -0.2% | 14% | 0.3% | -7% | 0% | 19%
11) COc1ccc(C)cc1NC(=O)c1nn(C)c(C(=O)Nc2cc(C)ccc2OC)c1[N+](=O)[O-]
    -1.7% | -26% | 10% | 0.6% | -8% | -1.6% | 6% | 9% | -5%
12) CC(Oc1ccc2c3c(c(=O)oc2c1)CCC3)C(=O)NCc1ccccn1 (stereo not drawn)
    -0.8% | -19% | 4% | -0.1% | 2% | 0.0% | -17% | 12% | -15%
13) COc1ccc(C(=O)Oc2ccc(C(C)=O)cc2)c(OC)c1
    3.4% | -24% | 6% | -0.2% | 2% | -2.7% | 15% | 10% | 23%
14) COc1ccc(C=Nc2cccnc2N)cc1
    -3.0% | -33% | 16% | -0.1% | 1% | 82% | -18%[20 µM] | 11% | -17%
15) CCN1CCN(C(=O)c2cc3ccc(OC)cc3[nH]2)CC1
    -8.0% | 4% | -8% | -0.1% | -12% | 0.7% | 0% | 8% | 2%
16) COc1ccc(-c2ccc(-c3nnn(CC(C)=O)n3)cc2)cc1
    0.5% | -25% | 7% | -0.1% | -42% | 1.4% | -3% | 6% | 3%
17) O=C(CCN1CCN(CCO)CC1)Nc1ccc(Br)cc1
    -5.4% | -18% | 2% | 0.4% | -15% | -0.7% | 16%[20 µM] | 6% | 4%
18) CCC(=O)NCCc1nc2cc(NC(=O)c3ccc(F)cc3)ccc2n1C
    -3.6% | -10% | -3% | 0.4% | -30% | -0.1% | 8% | 5% | 5%
19) O=C(c1ccc2c(c1)OCO2)C1CCCN(C(=O)Nc2ccc(F)cc2F)C1 (stereo not drawn)
    . | -40% | 13% | 0.2% | -11% | 1.0% | -7%[20 µM] | -12% | 7%
20) CCOC(=O)C(C(=O)Nc1ccccc1)C1CCCCC1 (stereo not drawn)
    0.3% | 1% | 7% | -0.3% | 2% | -0.5% | 10% | 1% | 10%
21) CCCS(=O)(=O)N1CCC(C(=O)NCCCN(CC)c2cccc(C)c2)CC1
    -3.0% | -34% | 18% | -0.2% | -12% | 0.3% | -18% | 12% | 2%
22) CC1CCCCC1NC(=O)CN1C(=O)NC(Cc2ccccc2)(Cc2ccccc2)C1=O (stereo not drawn)
    -2.7% | -11% | 13% | 0.3% | -2% | -1.4% | -13% | 11% | 3%
23) Cn1c(NC(=O)c2ccc(F)cc2)c(-c2cccs2)c(=O)c2ccccc21
    0.4% | 4% | 8% | -0.1% | -6% | -0.6% | 11% | 5% | -1%
24) Cc1ccc(NC(=O)CS(=O)CC(=O)N2CCN(c3ccccc3)CC2)cc1 (stereo not drawn)
    4.3% | -10% | -14% | 0.5% | -10% | -2.3% | -26% | 7% | 10%
25) COCCCn1cnc2c(c1=O)c1nc3ccccc3nc1n2CCc1ccccc1
    -0.6% | -19% | 3% | 0.0% | 8% | -2.6% | -2% | 6% | 32%
26) Cn1cccc1Cc1nnc(SCC(=O)Nc2ccccc2)n1-c1ccc(F)cc1
    -3.7% | 43% | 9% | -0.1% | 11% | 1.8% | 8% | -16% | 4%
27) CC(C)Cn1nc(NS(=O)(=O)c2cccc3nonc23)c2cc3ccccc3nc21
    -1.5% | 6% | ? | 0.3% | 21% | 5.6% | 5% | -2% | 5%
28) O=C(N=C1SC2CS(=O)(=O)CC2N1c1cc(Cl)ccc1Cl)C1CCCO1 (stereo not drawn)
    8.5% | -26% | -12% | 0.3% | 14% | 0.3% | -28% | 6% | -7%
29) CC1=C(C(=O)Nc2ccccc2C(=O)NCc2ccccc2)SCCO1
    7.8% | -4% | 12% | -0.1% | 6% | -2.0% | -17% | 6% | 5%
30) CCCCc1ccc(-c2nc(-c3ccncc3)no2)cc1
    17% | -15% | 5% | -0.2% | -38% | -2.3% | -4% | 5% | -5%
31) Cc1ccc(Nc2ccc(C(=O)NCCc3ccccc3)cn2)cc1
    4.3% | -33% | 9% | -0.2% | 2% | 1.5% | -1% | 11% | 2%
32) O=S(=O)(c1ccc2ccccc2c1)n1cccn1
    6.1% | -31% | 15% | 0.3% | -12% | -0.9% | 16% | 4% | 10%
33) CCOc1ccc(C(=O)NC(=S)Nc2ccc(NC(=O)CC)cc2)cc1[N+](=O)[O-]
    -0.4% | -25% | 21% | 0.8% | 12% | -0.8% | . | 10% | 10%
34) O=C(NCCCN1CCCC1=O)c1ccc2c(c1)NC(=O)c1ccccc1S2
    -3.0% | 1% | 19% | 0.3% | 7% | 1.5% | 2% | 7% | 12%
35) CC(C)NCC(O)Cn1c2c(c3ccccc31)CCc1c-2cnn1-c1ccccc1 (stereo not drawn)
    3.5% | -23% | 27% | -0.1% | 15% | 0.2% | -15% | 16% | 13%
36) C#CCNC(=O)C1=C[C@@H](C(C)(C)C)C[C@@H](OCc2ccc(CO)cc2)O1
    -5.8% | -4% | 5% | 0.5% | 14% | 1.5% | 10% | 8% | 7%
37) O=C(O)C1CCC(CNS(=O)(=O)c2ccc(Br)cc2)CC1 (stereo not drawn)
    4.0% | -13% | -1% | -0.3% | 2% | -1.9% | 5% | . | -9%
38) CCOc1ccc(NC(=O)Nc2ccc(NC(C)=O)cc2)cc1
    -3.2% | -22% | 8% | -0.2% | -3% | 1.3% | -16% | 12% | -14%
39) O=C(Nc1nc2c(F)cc(F)cc2s1)C1CC(=O)N(Cc2ccco2)C1 (stereo not drawn)
    3.0% | -1% | 28% | -0.2% | 0% | 15% | -2% | 12% | 6%
40) Cc1cc(C)c(-c2cc(C(=O)Nc3cc(C)ccc3C)[nH]n2)c(O)c1
    -1.8% | 4% | 22% | 0.0% | 13% | 0.0% | 5% | 6% | 8%
41) Cc1ccc(CNC(=O)CCCNC(=O)c2ccc(Cl)cc2)n1C
    1.7% | -20% | 9% | -0.1% | 7% | 4.2% | 23% | 9% | 2%
42) COc1ccc(CC(=O)Nc2cccc(-c3ccc4nnc(C)n4n3)c2)cc1OC
    0.5% | 4% | 6% | -0.2% | 12% | 1.4% | -5% | -1% | -3%
43) Cc1cc(C)cc(NC(=O)CC2Oc3ccc(C)cc3NC2=O)c1 (stereo not drawn)
    -6.2% | -9% | 8% | 0.4% | 10% | 0.9% | 9% | 10% | -2%
44) O=C(COc1ccc(Br)cc1)NCCCNC(=O)c1cccnc1
    -1.5% | -27% | 14% | -0.1% | -1% | -0.5% | -4% | 5% | 13%
45) c1c(C2CCCCC2)n[nH]c1CN1CCCCC1
    2.3% | . | 4% | -0.1% | 5% | 0.1% | -8% | 8% | 16%
46) Cc1noc(C)c1S(=O)(=O)N1CCCC(C(=O)NCc2ccccc2Cl)C1 (stereo not drawn)
    2.4% | . | 0% | -0.2% | . | 0.1% | -21% | 18% | 4%
47) O=C1[C@@H]2Cc3c([nH]c4ccccc34)C(c3ccc(Cl)cc3)N2C(=O)CN1CCO (stereo partly drawn)
    -4.9% | -4% | 4% | 0.0% | 3% | -0.4% | -6% | 6% | -1%
48) O=C(CCN1C(=O)C2C3C=CC(C3)C2C1=O)Oc1ccc2ccccc2c1 (stereo not drawn)
    -0.3% | -52% | 12% | -0.1% | -1% | 0.8% | -12% | 16% | 11%
49) CC(=O)c1ccc2c(c1)C1C=CCC1C(c1ccc(S(=O)(=O)N3CCOCC3)cc1)N2 (stereo not drawn)
    3.2% | -23% | 9% | -0.4% | 4% | 28% | -16% | 6% | 13%
50) O=C(O)C1C2C=CC(C2)C1C(=O)Nc1cccc(C(=O)N2CCCCC2)c1 (stereo not drawn)
    6.2% | -18% | 5% | 0.4% | -3% | 0.7% | -20% | 1% | -19%
51) CS(=O)(=O)N1CCN(C(=O)Nc2ccccc2)CC1
    -4.9% | -15% | 3% | -0.2% | 17% | 2.3% | 0% | 0% | 8%
52) COc1ccccc1CNc1ncc(-c2ccccc2)n1C
    2.4% | 60% | . | -0.1% | 13% | 0.0% | -43%[20 µM] | 50µM* | 19%
53) O=C(NCc1ccccc1)c1cc(=O)c2ccccc2o1
    -4.3% | -31% | 0% | 0.2% | 14% | 2.0% | -18%[20 µM] | 3% | 0%
54) CN1CCN(C2=NC(=O)/C(=C/c3cn[nH]c3-c3ccccc3)S2)CC1
    -3.8% | -3% | 12% | -0.1% | 4% | 13% | 6% | 8% | 7%
55) CC(C)(C)c1nnc2sc(SCC(=O)N3CCc4ccccc43)nn2c1=O
    0.8% | 18% | -6% | 0.1% | -10% | 9.7% | -29% | -1% | -6%
56) COc1ccc(N(CC(=O)NCCSc2ccccn2)S(=O)(=O)c2ccccc2)c(OC)c1
    -3.2% | 8% | 3% | -0.1% | 8% | -1.6% | -34% | 0% | -6%
57) COC(=O)CSc1nnc(-c2ccoc2C)n1-c1ccc(OC)cc1
    4.4% | -12% | 10% | -0.2% | -13% | 0.1% | -24% | 2% | -1%

From PubChem

This is a subset. The share of hits here may be higher or lower than overall.
